Source: PubChem (The Scripps Research Institute Molecular Screening Center)
PAFAH1B3 FP inh: PAFAH1B3 enzyme inhibitors, primary screen, biochemical, fluorescence polarization, human; Platelet-activating factor acetylhydrolase IB subunit alpha1 (Homo sapiens), Q15102; recombinant PAFAH1B3, FP-rhodamine probe; inhibition, % at 3.39 µM; 0.28% of 340,000 active;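 active means inhibition above the screen-wide average of all tested compounds plus 3 SD, cut at about 25% in these data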;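 further: 0% = enzyme with DMSO only and 100% = wells lacking PAFAH1B3 protein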
Target sequence (Q15102 whole entry, looked up): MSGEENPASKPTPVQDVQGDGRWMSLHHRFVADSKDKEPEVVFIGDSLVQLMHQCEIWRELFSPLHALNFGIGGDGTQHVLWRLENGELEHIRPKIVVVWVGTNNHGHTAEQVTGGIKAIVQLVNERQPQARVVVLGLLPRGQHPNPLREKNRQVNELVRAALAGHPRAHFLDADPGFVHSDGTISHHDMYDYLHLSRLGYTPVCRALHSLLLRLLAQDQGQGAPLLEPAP
PAFAH2 inh: PAFAH2 enzyme inhibitors, primary screen, biochemical, fluorescence polarization, human; Platelet-activating factor acetylhydrolase 2, cytoplasmic (Homo sapiens), Q99487; recombinant PAFAH2, FP-rhodamine activity probe; inhibition, % at 3.39 µM; 0.99% of 340,000 active; AID 492956, 2010;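 active means inhibition above the mean over all tested compounds plus 3 SD, cut at about 30% in these data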;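 further: inhibitors block probe labeling of enzyme so polarization drops; 0% = enzyme with DMSO and 100% = wells lacking PAFAH2 protein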
PAFAH1B2 FP inh: PAFAH1B2 enzyme inhibitors, primary screen, biochemical, fluorescence polarization, human. Platelet-activating factor acetylhydrolase IB subunit alpha2 (Homo sapiens), P68402. recombinant PAFAH1B2, FP-rhodamine activity probe. inhibition, % at 3.39 µM. 1.2% of 340,000 active. AID 492953, 2010;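 active means inhibition above the mean of all tested compounds plus 3 SD, cut at about 24% in these data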;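 further: 0% = enzyme with DMSO and 100% = wells lacking PAFAH1B2; many of its hits are not listed in these tables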
Target sequence (P68402 whole entry, looked up): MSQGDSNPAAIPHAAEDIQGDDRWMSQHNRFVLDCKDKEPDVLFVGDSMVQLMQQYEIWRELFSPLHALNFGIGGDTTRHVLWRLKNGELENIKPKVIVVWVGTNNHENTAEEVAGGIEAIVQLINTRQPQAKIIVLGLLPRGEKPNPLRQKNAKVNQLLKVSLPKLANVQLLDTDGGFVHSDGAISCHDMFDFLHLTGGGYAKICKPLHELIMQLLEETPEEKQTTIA
Starred values were filed as active, the others as inactive. A portion of the library; rates above refer to the full screens.

SMILES	PAFAH1B3 FP inh	PAFAH2 inh	PAFAH1B2 FP inh
O=C(NCc1ccccc1Cl)c1ccc(S(=O)(=O)NCc2ccco2)cc1	8	7	4
CCOc1ccc2nc(SCC(=O)NC(=O)C(C)C)sc2c1	-1	-5	-1
Cc1c(NC(=O)c2cccs2)cccc1NC(=O)c1cccs1	0	5	-3
O=C1C2CCCCC2C(=O)N1c1nccs1 (stereo unspecified)	7	5	6
CC1CCCC(O)(C(C(=O)O)c2ccccc2)C1 (stereo unspecified)	5	6	-1
Cc1cc(C)n2nc(C(=O)N3CCCC(N4CCN(c5ccccc5C)CC4)C3)cc2n1 (stereo unspecified)	11	9	2
Cc1cc(C)c(OCCCCCn2ccnc2)c(C)c1	3	-7	5
CCOc1ccc(NC(=O)Cn2nnc(-c3ccc(C(N)=O)cc3)n2)cc1S(=O)(=O)N1CCCC1	12	2	1
Cn1cc(S(=O)(=O)NC[C@H]2O[C@@H](n3ccc(=O)[nH]c3=O)[C@H](O)[C@@H]2O)cn1	5	1	3
Cc1ccc(S(=O)(=O)Nc2cncnc2NS(=O)(=O)c2ccc(C)cc2)cc1	5	-5	5
CC(C)C[C@H]1CN([C@@H](CC(C)C)CN2CCCC2CN2C(=S)NC[C@@H]2Cc2ccc(O)cc2)C(=S)N1CC1CCCCC1 (stereo partly specified)	-1	1	5
O=C(Cc1ccccc1)Nc1ccc(NC(=O)c2ccccc2)c(Cl)c1	5	3	5
O=C(Nc1ccc(Cl)cc1F)C1CC(=O)N(Cc2ccco2)C1 (stereo unspecified)	3	-3	3
CC(C)CN1C(=O)C(=O)N(CC(=O)N2c3ccccc3NC(=O)CC2C)C1=O (stereo unspecified)	12	4	-2
O=C(O)c1ccccc1C=NNc1ccccn1	6	4	1
C=CCn1c2ccccc2c2nnc(SCCCn3c(=O)[nH]c4ccccc43)nc21	2	5	-3
CCCOc1ccc(C(=O)CCN2CCN(C(=O)OCC)CC2)cc1	10	5	4
CC[n+]1c(/C=C2\Sc3ccccc3N2C)ccc2cccc(C)c21	3	2	4
O=c1[nH]c2cc([N+](=O)[O-])ccc2c2ccc([N+](=O)[O-])cc12	5	-7	2
C(=C1c2ccccc2-c2ccccc21)c1ccncc1	-5	-2	5
CCN(C(=O)CSc1nnc(-c2cccc(Cl)c2)n1N)c1c(N)n(Cc2ccccc2)c(=O)[nH]c1=O	5	0	3
O=C1C=CC(=O)c2c(O)c(CO)c(CO)c(O)c21	50*	68*	25*
C#CC(=O)CC1(CN(Cc2ccccc2)C(=O)OC(C)(C)C)CCCCC1	16	-3	1
CC/C(=N\NC(=O)Cc1ccc(Br)cc1)c1cccs1	4	-6	9
NC(=O)C1CCN(C(=O)/C(=C/c2ccccc2)NC(=O)c2ccccc2)CC1	3	-4	4

Continued.
SMILES	PAFAH1B3 FP inh	PAFAH2 inh	PAFAH1B2 FP inh
CSc1nnc2c3ccccc3c3ccccc3c2n1	0	-1	1
O=C(C=Cc1ccco1)c1cc(Cl)ccc1O	5	6	3
CN(C)c1ccc(Cc2cc3c(O)ccc(O)c3cc(Cc3ccc(N(C)C)cc3)c2=O)cc1	34*	39*	18
COc1cccc(NC(=S)N2CCC(Cc3ccccc3)CC2)c1	9	3	10
O=c1cc(C2CCCCC2)[nH]c(=O)[nH]1	4	7	7
CC(c1ccccc1)N1C(=O)OC(C)(C)C1(C)O (stereo unspecified)	5	2	3
COc1ccc(N(C(=O)c2snc(C(N)=O)c2N)C(C(=O)NCc2ccccc2)c2ccc(O)cc2)cc1 (stereo unspecified)	2	-10	3
Brc1cc2c(cc1C1OCCCO1)OCO2	5	2	0
CCOc1ccccc1CN(Cc1ccco1)S(=O)(=O)c1ccc(-n2cnnn2)c(OC)c1	9	-3	10
COc1ccc(OC)c2nc3c(C(=O)NCCN(C)C)cccc3nc12	1	17	3
COC(=O)C1=CN(C)C=C(C(=O)OC)C1c1ccsc1	1	-2	-1
COC(=O)c1nccnc1N	7	0	2
Cc1ccc(C)c(NC(=O)CCOc2ccccc2)c1	5	1	0
Clc1ccc(-c2csc(N3CCOCC3)n2)cc1	11	-5	4
c1ccc2c(c1)CNc1ccccc1-2	5	-8	6
O=C(Cc1ccc(NC(=O)C2CCCN(C(=O)C3CCCC3)C2)cc1)Nc1cccc(C(=O)N2CCCC2)c1 (stereo unspecified)	10	-5	0
CC1=NS(=O)(=O)NC(C)(C)C1	6	0	7
O=C(N/C(=C/c1ccccc1)C(=O)N1CCCCC1)c1ccc(Br)o1	9	8	4
Cc1ccc(S(=O)(=O)N2CCC(C)CC2)cc1[N+](=O)[O-]	-3	-10	19
CCN(CC)CCNC(=O)c1ccc(NC(=O)c2ccc(S(=O)(=O)N3CCCC3)cc2)cc1	9	-3	2
FC(F)(F)C1=Nc2cccc3cccc(c23)N1	35*	-2	19
COCCN(C(=O)C(C)N1C(=O)c2ccccc2C1=O)c1c(N)n(CC(C)C)c(=O)[nH]c1=O (stereo unspecified)	5	1	8
Cc1c(C(=O)N2CC(C)OC(C)C2)[nH]c2ccc(Br)cc12 (stereo unspecified)	2	0	4
Nc1nc(SCc2ccc(Cl)cc2Cl)c2ncn(C3OC(CO)C(O)C3O)c2n1 (stereo unspecified)	0	5	1
CCc1ccc(NC(=O)CSc2nc(NS(=O)(=O)c3ccccc3)cc(=O)[nH]2)cc1	-8	-19	-6

2 of the compounds above, with values ahead of the structure:
| PAFAH1B3 FP inh | PAFAH2 inh | PAFAH1B2 FP inh | molecule |
| --- | --- | --- | --- |
| 4 | 7 | 7 | O=c1cc(C2CCCCC2)[nH]c(=O)[nH]1 |
| 5 | 2 | 3 | CC(c1ccccc1)N1C(=O)OC(C)(C)C1(C)O (stereo unspecified) |

(listing goes on)
SMILES	PAFAH1B3 FP inh	PAFAH2 inh	PAFAH1B2 FP inh
Cn1cnc2nc[nH]c2c1=S	5	2	6
COc1ccc(NC(=O)CSc2nnnn2C2CCCC2)c(OC)c1	0	-3	3
COc1ccc2ccc3cccc[n+]3c2c1	1	3	0
COc1ccc(CNC(=O)COC(=O)c2cc3ccccc3o2)cc1	10	4	1
CCc1ccccc1NC(=O)CN1CCN(C(=O)C(C)NC(=O)c2ccc(Cl)cc2)CC1 (stereo unspecified)	-1	1	6
CN(C)CCCN(C(=O)CCOc1ccccc1)c1nc2c(F)cccc2s1	9	1	5
CS(=O)(=O)c1cccc(S(=O)(=O)N2CCN(c3ccccn3)CC2)c1	4	-3	-2
COc1cccc(N=CNc2cccc(OC)c2)c1	4	3	0
CC(=O)N1C(C)(C)CC(=NOS(=O)(=O)c2ccccc2)CC1(C)C	4	-5	1
O=[N+]([O-])c1ccc(Cc2ccc([N+](=O)[O-])cc2)cc1	13	6	4
CCC(NC(=O)c1cc(COc2ccc(F)cc2Cl)on1)c1ccncc1 (stereo unspecified)	7	-2	-1
CN1OC[C@@H]2CN[C@H](c3cccc(-c4ccccc4)c3)C[C@@H]21	4	5	3
CCCCCc1c(C)nc(N2CCc3ccccc3C2)[nH]c1=O	2	-7	-1
COCCNC(=S)Nc1cc(OC)c(OC)cc1C#N	3	5	4
COc1ccc(C(=O)NC(CCSC)C(=O)NCc2nnc3ccccn23)cc1 (stereo unspecified)	11	3	7
Cc1ccc(OCC(=O)c2cc(C)n(-c3cc(C)on3)c2C)c([N+](=O)[O-])n1	6	-40	11
COc1cc(C(=O)O/N=C2/C=CC(=O)C(C)=C2C)cc(OC)c1OC	2	-3	6
c1ccc(NCCSc2nc3ccccc3s2)cc1	1	4	-3
Cc1ccc(N2CCN(C(=O)C3CCN(S(=O)(=O)c4cccc5nsnc45)CC3)CC2C)cc1 (stereo unspecified)	9	3	8
COc1ccc(CN2CCNC(=O)C2CC(=O)NCC2CCOCC2)cc1C (stereo unspecified)	5	6	6
O=C1[C@H](Cc2ccccc2)NCC=CC[C@H](c2ccco2)N1Cc1ccccc1	1	-3	11
O=C(CN1C(=O)C(=O)N(C2CCCC2)C1=O)Nc1ccc(F)cc1F	3	2	-1
O=C(Cc1ccccc1)NN=Cc1ccccc1	9	7	4
O=C(Cc1ccc(Cl)c(Cl)c1)NNC(=S)NCC1CCCO1 (stereo unspecified)	1	1	3
COc1ccc(CNCCCn2cnc3c(OCc4ccccc4)ncnc32)cc1	8	-2	8

Other records.
SMILES	PAFAH1B3 FP inh	PAFAH2 inh	PAFAH1B2 FP inh
COc1ccc(NC(=O)NCCc2c[nH]c3ccccc23)c(OC)c1	6	1	9
O=c1c2cn(Cc3ccccc3)c3ccccc3c-2nn1Cc1ccc(F)cc1Cl	2	0	-4
O=C(OCc1ccccc1)N(CCF)c1cn(Cc2ccccc2)c(=O)n(Cc2ccccc2)c1=O	-1	7	-2
COc1cccc(CN(C)C(=O)c2cccc(S(=O)(=O)N3CCN(c4ccccc4)CC3)c2)c1OC	-1	-8	6
O=C(Nc1ccc(Cl)c(Cl)c1)c1ccc(Cn2cc(Cl)cn2)cc1	-18	-34	-12
CCc1nc2ccccc2c(C(=O)Nc2ccc(C)cc2)c1C	3	-3	-2
Cc1c(CCO)c(=O)n2n1CCCC2	0	-2	6
Cc1cc(C)c(OCCCn2ccnc2)c(C)c1	10	7	7
Cc1cc(=O)oc2cc(OCC(=O)N3CCOCC3)ccc12	6	0	1
Cc1cccc(N(CC(=O)NCc2ccc3c(c2)OCO3)C(=O)CCC(=O)Nc2ccccn2)c1C	5	3	0
COc1ccc(NC(=S)N2CCC(C(=O)c3ccc(F)cc3)CC2)cc1	7	-5	-2
O=C(NCc1ccncc1)C1CCN(S(=O)(=O)c2ccc(Cl)c(C(F)(F)F)c2)CC1	0	4	4
O=C1[C@H](Cc2ccccc2)NCC=CC[C@@H](c2ccco2)N1Cc1ccccc1	13	1	4
CC12CCC(O)CC1=CCC1C2CCC2(C)C3=NN=CC3CC12 (stereo unspecified)	2	-2	4
c1ccc(CCCN2CCOCC2)cc1	8	-4	3
CCCC(NC(=O)C(C)NC(=O)CO/N=C1\C=C2CCC3C4CCC(C(C)=O)[C@@]4(C)CCC3[C@@]2(C)CC1)C(=O)O (stereo partly specified)	2	4	2
O=C1CSC(=S)N1c1ccccc1	5	-8	2
O=C(Nc1cccc2nsnc12)c1cc2c(cc1Cl)Sc1nccn1S2(=O)=O	7	15	3

Copied from the results shown (28 entries):
SMILES	PAFAH1B3 FP inh	PAFAH2 inh	PAFAH1B2 FP inh
Cc1ccc(OCC(=O)c2cc(C)n(-c3cc(C)on3)c2C)c([N+](=O)[O-])n1	6	-40	11
COc1cc(C(=O)O/N=C2/C=CC(=O)C(C)=C2C)cc(OC)c1OC	2	-3	6
c1ccc(NCCSc2nc3ccccc3s2)cc1	1	4	-3
Cc1ccc(N2CCN(C(=O)C3CCN(S(=O)(=O)c4cccc5nsnc45)CC3)CC2C)cc1 (stereo unspecified)	9	3	8
COc1ccc(CN2CCNC(=O)C2CC(=O)NCC2CCOCC2)cc1C (stereo unspecified)	5	6	6
O=C1[C@H](Cc2ccccc2)NCC=CC[C@H](c2ccco2)N1Cc1ccccc1	1	-3	11
O=C(CN1C(=O)C(=O)N(C2CCCC2)C1=O)Nc1ccc(F)cc1F	3	2	-1
O=C(Cc1ccccc1)NN=Cc1ccccc1	9	7	4
O=C(Cc1ccc(Cl)c(Cl)c1)NNC(=S)NCC1CCCO1 (stereo unspecified)	1	1	3
COc1ccc(CNCCCn2cnc3c(OCc4ccccc4)ncnc32)cc1	8	-2	8
COc1ccc(NC(=O)NCCc2c[nH]c3ccccc23)c(OC)c1	6	1	9
O=c1c2cn(Cc3ccccc3)c3ccccc3c-2nn1Cc1ccc(F)cc1Cl	2	0	-4
O=C(OCc1ccccc1)N(CCF)c1cn(Cc2ccccc2)c(=O)n(Cc2ccccc2)c1=O	-1	7	-2
COc1cccc(CN(C)C(=O)c2cccc(S(=O)(=O)N3CCN(c4ccccc4)CC3)c2)c1OC	-1	-8	6
O=C(Nc1ccc(Cl)c(Cl)c1)c1ccc(Cn2cc(Cl)cn2)cc1	-18	-34	-12
CCc1nc2ccccc2c(C(=O)Nc2ccc(C)cc2)c1C	3	-3	-2
Cc1c(CCO)c(=O)n2n1CCCC2	0	-2	6
Cc1cc(C)c(OCCCn2ccnc2)c(C)c1	10	7	7
Cc1cc(=O)oc2cc(OCC(=O)N3CCOCC3)ccc12	6	0	1
Cc1cccc(N(CC(=O)NCc2ccc3c(c2)OCO3)C(=O)CCC(=O)Nc2ccccn2)c1C	5	3	0
COc1ccc(NC(=S)N2CCC(C(=O)c3ccc(F)cc3)CC2)cc1	7	-5	-2
O=C(NCc1ccncc1)C1CCN(S(=O)(=O)c2ccc(Cl)c(C(F)(F)F)c2)CC1	0	4	4
O=C1[C@H](Cc2ccccc2)NCC=CC[C@@H](c2ccco2)N1Cc1ccccc1	13	1	4
CC12CCC(O)CC1=CCC1C2CCC2(C)C3=NN=CC3CC12 (stereo unspecified)	2	-2	4
c1ccc(CCCN2CCOCC2)cc1	8	-4	3
CCCC(NC(=O)C(C)NC(=O)CO/N=C1\C=C2CCC3C4CCC(C(C)=O)[C@@]4(C)CCC3[C@@]2(C)CC1)C(=O)O (stereo partly specified)	2	4	2
O=C1CSC(=S)N1c1ccccc1	5	-8	2
O=C(Nc1cccc2nsnc12)c1cc2c(cc1Cl)Sc1nccn1S2(=O)=O	7	15	3
